Compound activity as filed in PubChem.
ATXN viability – cell viability loss in ATXN counter-screen; S2 cells (HEK-293 line with an ATXN2-luciferase reporter) viability, CellTiter-Fluor protease fluorescence, 24 h; Potency, µM (top dose mostly 56.7 µM), most hits filed as cytotoxic; 400,000 tested, 0.49% active; note: potency is the fitted concentration of half-maximal effect; nearly all actives have a fitted effect of over 40% in size
KB-3-1 tox – kills parental KB-3-1 adenocarcinoma cells; KB-3-1 viability, CellTiter-Glo ATP luminescence, 72 h; Potency, µM (series often up to 46.1 µM), for the others: at the top dose activity change, negative = cytotoxic, actives largely listed as cytotoxic; 400,000 tested, 1.4% active; note: potency is the fitted concentration of half-maximal effect; % is set by controls: 0 for no effect and ±100 for the full control effect; nearly all actives have a fitted effect of over 60% in size
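KB-3-1 parental drug-naive adenocarcinoma cells in DMEM/10% FBS, incubated 72 h at 37 C with pin-transferred compounds across a concentration series. Viability by CellTiter-Glo luminescence; concentration-response curves fitted after normalization.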
IL-1B inflam inh – inhibitors of inflammasome signaling (IL-1 beta secretion); THP-1 LPS/ATP IL-1B secretion, AlphaLISA, 16 h; hits give low values; activity change, % at 57.5 µM; 360,000 tested, 4.7% active; in the data active = activity change below about -50%; inconclusive = mostly about -30% to -49%; note: % is set by controls: 0 for no effect and ±100 for the full control effect
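THP-1 cells pretreated 1 hr with compounds (up to 57.5 uM final), then stimulated with LPS (250 ng/mL final) plus ATP (1.25 mM final); secreted IL-1B measured by AlphaLISA after 16 hr, decreased signal indicating inhibition.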
HepG2 viability – kills HepG2 cells in TGF-b inhibitor counter-screen; HepG2 CAGA-GFP viability, ATP luminescence, 18 h; Potency, µM (highest dose often 46.1 µM), for the others: at the highest dose activity change, negative = cytotoxicity, actives largely listed as cytotoxic; 410,000 tested, 0.76% active; AID 588856; note: potency is the fitted concentration of half-maximal effect; some results filed as inactive show a strong effect at the top dose
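HepG2 CAGA-GFP cells (1000/well, DMEM with 1% FBS) received compound, then TGF-beta at 500 pg/mL final, and were incubated 18 hours at 37 degrees C. Viability was read by CellTiter-Glo luminescence. Media-only wells were set as complete cell-killing and DMSO as no toxicity.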
HT1080 IDH1KD tx – kills HT-1080 cells with IDH1 knockdown. AID 686971. Potency, µM (top dose mostly 46.1 µM), without a hit: at the highest dose activity, negative = toxicity, most hits filed as cytotoxic. HT-1080 IDH1 knockdown viability, ATP luminescence, 48 h. 360,000 tested, 2% active;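 note: potency is the fitted concentration of half-maximal effect; 0% = DMSO wells and -100% = cell-free medium wells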
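Using the IDH1-knockdown HT-1080 line run in the same batch and compound series as the NT line, viability after 48 h at 37 °C was determined by CellTiter-Glo luminescence and expressed as % activity.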
MCF10A rerep – DNA re-replication induction in MCF 10a cells. Potency, µM (titrated, usually from 46.1 µM), without a hit: top-dose activity, positive = re-replication, most hits filed as activators. 350,000 tested, 2.9% active. MCF 10A DNA re-replication, Hoechst nuclear intensity, 48 h; note: potency is the fitted concentration of half-maximal effect; % of control where 0% means no effect; nearly all actives have a fitted effect of over 50% in size
SW480 rereplic – induces DNA re-replication in SW480 colon adenocarcinoma cells. SW480 DNA re-replication, Hoechst DNA content imaging, 48 h. Potency, µM (highest dose often 46.1 µM), without a hit: at the highest dose re-replication activation, usual class: activators. 340,000 tested, 1.8% active. AID 624297; note: potency is the fitted concentration of half-maximal effect; % of control where 0% means no effect; nearly all actives have a fitted effect of over 55% in size
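250 cells/well; 23 nL cpd via pin tool; 48 hr, 37 C, 5% CO2; Hoechst 40 min; imager read of total nuclear intensity, ex 405/em 500-530 nm.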
ATXN2 expr inh – ATXN2 expression inhibition. Potency, µM (series often up to 57 µM), without a hit: top-dose activity change, negative = inhibition, actives largely listed as inhibitors. HEK-293 ATXN2-luciferase reporter, luminescence, 24 h. AID 1745845. 360,000 tested, 0.72% active; note: potency is the fitted concentration of half-maximal effect; % is set by controls: 0 for no effect and ±100 for the full control effect; nearly all actives have a fitted effect of over 55% in size
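qHTS (up to 57 uM final) was run with 24 h compound exposure of reporter cells at 37 °C. Each well was multiplexed: SteadyGlo luminescence measured ATXN2-luciferase expression after a fluorogenic Gly-Phe-AFC viability readout (25 uM final).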
HT1080-NT tox – kills 2HG-producing HT-1080-NT fibrosarcoma cells. HT-1080-NT fibrosarcoma viability, CellTiter-Glo ATP luminescence, 48 h. Potency, µM (series often up to 46.1 µM), for inactives: at the top dose activity, negative = less viability, usual class: cytotoxic. 360,000 tested, 1.6% active. AID 686970;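 note: NT is the 2HG producing partner of a matched IDH1 knockdown line; potency is the fitted concentration of half-maximal effect; 0% = DMSO-treated cells and -100% = media-only wells without cells; nearly all actives have a fitted effect of over 55% in size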
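750 cells/well, RPMI + 5% FBS; 2 h settle, compound pin-transfer, 48 h at 37 degrees C. CellTiter-Glo 10 min RT, luminescence. Normalized to DMSO and media-only wells.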
The depositor's hits bear a star; i = inactive; u = inconclusive; x = no result given; [ ] = remark or other dose. Unless noted, calls come from the whole dose curve; as a rule, active = well fitted curve in the direction sought with a large enough effect; inconclusive = small, poorly fitted or top-dose-only effect, or another doubt; inactive = no such curve, though single readings can be large; an effect the other way counts as inactive or inconclusive.

Under each structure: ATXN viability	KB-3-1 tox	IL-1B inflam inh	HepG2 viability	HT1080 IDH1KD tx	MCF10A rerep	SW480 rereplic	ATXN2 expr inh	HT1080-NT tox
COc1ccc(OC)c(S(=O)(=O)Nc2ccc(O)c(Sc3ncn[nH]3)c2)c1
→ i	-3%	29	0%	-3%	-5%	-3%	1%	2%
CCCCC(CC)CNCc1cccn1CCN1CCOCC1 (stereo not given)
→ i	1%	-23	-17%	-6%	-1%	2%	-23%	-28%
Cc1ccccc1CNC1CCCCC1
→ i	1%	90	-3%	1%	1%	30%	2%	-1%
CC(=O)Oc1ccc(C(=O)NCc2ccco2)cc1
→ i	-8%	-17	-3%	17%	-15%	0%	2%	-3%
CCOC(=O)N1CCN(C(=O)c2ccc(N3C(=O)CCC3=O)cc2)CC1
→ u	-3%	17	-11%	4%	0%	-9%	-3%	-3%
N#CC12CCCCC1CC1CCCCC1(C#N)N2Cc1cccnc1 (stereo not given)
→ i	13%	19	0%	11%	11%	-4%	1%	7%
COc1cc(/C=N/N=C/c2cc(OC)c(O)c(OC)c2)cc(OC)c1O
→ i	5%	-3	-15%	-3%	4%	-86%[inhibitor]	5%	-1%
O=C(COC(=O)c1ccc(Br)o1)NCc1ccco1
→ i	-2%	5	6%	26%	-7%	-5%	20%	11%
CN(c1ccc(OCc2nnc(-c3ccccc3)o2)cc1)S(=O)(=O)c1ccccc1
→ i	-3%	37	-25%	-2%	21%	-1%	-5%	-4%
CC(C)c1cc(C(=O)O)n(-c2ccccc2)n1
→ i	0%	9	-13%	u	-3%	-3%	-5%	11%
COCCC1CCCCN1C(=O)c1cccc(OC2CCN(S(C)(=O)=O)CC2)c1 (stereo not given)
→ u	-5%	-2	-17%	13%	1%	-5%	4%	6%
COc1ccccc1N1CCN(C(=O)CN2C(=O)c3cccc4cccc(c34)C2=O)CC1
→ i	13%	u	-22%	9%	-7%	-4%	-20%	3%
Cc1cccc(N(CC(=O)NC(C)c2ccccc2)S(=O)(=O)c2ccccc2)c1C (stereo not given)
→ i	18µM*	x	-9%	x	x	x	-3%	x
COc1cc(OCc2ccccc2)c(C(=O)/C=C/c2ccc3c(c2)OCO3)c(OC)c1OC
→ i	u	-91*	-9%	u	15µM*	u	u	-30%
Cc1cc(NC(=O)CCC(=O)N(c2ccccc2C)C(C(=O)NC2CCCC2)c2ccccc2)no1 (stereo not given)
→ i	-1%	-2	2%	u	0%	3%	3%	-8%

The listing continues.
Under each structure: ATXN viability	KB-3-1 tox	IL-1B inflam inh	HepG2 viability	HT1080 IDH1KD tx	MCF10A rerep	SW480 rereplic	ATXN2 expr inh	HT1080-NT tox
CCC(C)(C)n1nnnc1C(c1ccc(C)cc1)N1CCN(Cc2ccc3c(c2)OCO3)CC1 (stereo not given)
→ u	u	-53*	-14%	-1%	21%	u	19%	0%
Cc1cc(C(=O)NNS(=O)(=O)c2ccccc2C(F)(F)F)nn1C(C)(C)C
→ i	-8%	14	-7%	7%	0%	-11%	2%	11%
COc1ccccc1CNC(=O)C1CC(=O)N(C2CCCC2)C1 (stereo not given)
→ i	11%	15	-11%	0%	-1%	2%	-7%	5%
Cc1ccccc1CNC(=O)c1ccc2nc(N3CCOCC3)sc2c1
→ i	-7%	9	-26%	-7%	-5%	-2%	7%	0%
O=C(CSc1ccc([N+](=O)[O-])cn1)Nc1nccs1
→ u	12%	-1	-3%	0%	0%	1%	x	-3%
CC(NS(=O)(=O)c1ccccc1)C(N)=O (stereo not given)
→ i	-3%	-10	1%	-6%	4%	-3%	-3%	-6%
Cc1ccc(C)c(S(=O)(=O)NC(CC(C)C)C(=O)O)c1 (stereo not given)
→ i	-3%	-7	-12%	-2%	0%	-1%	-5%	-3%
Cc1cc(C)c(S(=O)(=O)Nc2cnc3ccccc3c2)c(C)c1
→ i	-24%	-73*	-23%	-12%	13%	3%	-23%	-20%
Cc1cc(Cl)c(S(=O)(=O)Nc2ccc(S(=O)(=O)N3CCOCC3)cc2)cc1OCC(N)=O
→ i	-5%	5	5%	0%	14%	-68%[inhibitor]	-14%	0%
O=C(O)CCN1CCN(S(=O)(=O)c2ccc3ccccc3c2)CC1
→ i	19%	9	14%	8%	-1%	-20%	-49%	2%
O=C(Nc1nc2ccccc2s1)C1=NN(c2ccccc2)C(=O)CC1
→ i	15%	67	3%	-3%	-25%	-1%	4%	-13%
CN(CC(=O)NC(=O)NCc1ccccc1)Cc1cccc(Cl)c1Cl
→ i	-7%	-11	5%	-11%	u	5%	-23%	0%
O=C1CCCN2N=C(SCC(=O)Nc3ccccc3C(F)(F)F)SC2=N1
→ u	3%	14	-18%	12%	5%	-12%	4%	-2%
O=[N+]([O-])c1ccc(CSC2=NCCN2)cc1
→ u	0%	u	-34%	1%	u	23%	x	-1%
O=C(O)C1=C[C@H](c2coc3ccccc3c2=O)C[C@H](OCc2ccc(CO)cc2)O1
→ i	0%	14	-1%	16%	8%	u	8%	0%

Part of the list above in order of number of heavy atoms, falling.
Under each structure: ATXN viability	KB-3-1 tox	IL-1B inflam inh	HepG2 viability	HT1080 IDH1KD tx	MCF10A rerep	SW480 rereplic	ATXN2 expr inh	HT1080-NT tox
CCC(C)(C)n1nnnc1C(c1ccc(C)cc1)N1CCN(Cc2ccc3c(c2)OCO3)CC1 (stereo not given)
→ u	u	-53*	-14%	-1%	21%	u	19%	0%
Cc1cc(C(=O)NNS(=O)(=O)c2ccccc2C(F)(F)F)nn1C(C)(C)C
→ i	-8%	14	-7%	7%	0%	-11%	2%	11%
COc1ccccc1CNC(=O)C1CC(=O)N(C2CCCC2)C1 (stereo not given)
→ i	11%	15	-11%	0%	-1%	2%	-7%	5%

Next part:
Under each structure: ATXN viability	KB-3-1 tox	IL-1B inflam inh	HepG2 viability	HT1080 IDH1KD tx	MCF10A rerep	SW480 rereplic	ATXN2 expr inh	HT1080-NT tox
Cc1ccc(Nc2cc(C(=O)NC3CCCC3)c3ccccc3n2)c(C)c1
→ i	-16%	x	-32%	x	x	x	15%	x
CO/N=C(\Cn1ncc(N2CCOCC2)c(Br)c1=O)c1ccc(Cl)cc1
→ x	1%	-29	-11%	-4%	1%	5%	-23%	-20%
Cc1ccccc1CNc1ccc(C(CC(N)=O)NC(=O)c2ccccc2)cc1[N+](=O)[O-] (stereo not given)
→ u	-8%	-78*	-38%	-1%	u	u	u	-3%
O/N=C/c1cn(-c2ccccc2)nc1-c1cccnc1
→ i	-8%	u	2%	-1%	1%	0%	-36%	0%
O=C1CCCC/C1=C/NCc1ccc(F)cc1
→ i	0%	-9	4%	-10%	1%	8%	x	-4%
CCOc1ccc(NC(=S)c2ccc3ccccc3n2)cc1
→ u	-4%	15	-14%	0%	0%	-10%	x	-4%
Cc1onc(-c2ccccc2)c1C(=O)N1CCN(c2ccccc2F)CC1
→ i	-10%	18	-12%	-9%	-9%	-15%	3%	-4%
Cc1cc(C)nc(NC2=NC3CCCCC3N2)n1 (stereo not given)
→ i	u	24	0%	-9%	27%	15%	-3%	-6%
OC(c1ccc(-c2ccccc2)cc1)c1ncc(-c2ccccc2Cl)[nH]1 (stereo not given)
→ i	0%	-17	-32%	u	x	x	3%	u
CCOC(=O)c1cc(NC(=O)c2ccccc2)c(=O)n2c1oc1ccccc12
→ i	0%	4	0%	0%	-4%	8%	x	23%
Cc1ccc2c(c1)-c1onc(C(=O)N(C)c3ccc(F)cc3)c1CO2
→ i	3%	x	-1%	x	x	x	10%	x
CCCC(=O)Nc1ccc(Cl)c(NC(=S)NC(=O)C(C)C)c1
→ i	28%	-17	2%	-8%	-6%	-6%	-19%	2%
CCOn1c(=O)c(-c2ccc(F)cc2)[n+]([O-])c2ccccc21
→ u	1%	-10	-8%	1%	3%	-1%	-23%	9%
CCCc1cc(=O)oc2c(C)c3c(cc12)CN(CCc1ccc(Cl)cc1)CO3
→ i	-2%	x	-17%	x	x	x	-6%	x
Cc1[nH]nc(SCC(=O)Nc2ccc(C#N)cc2)c1[N+](=O)[O-]
→ i	24%	13	-31%	1%	0%	-1%	6%	-11%

(more compounds)
Under each structure: ATXN viability	KB-3-1 tox	IL-1B inflam inh	HepG2 viability	HT1080 IDH1KD tx	MCF10A rerep	SW480 rereplic	ATXN2 expr inh	HT1080-NT tox
Cn1c(=O)c2cc(C(=O)N3CCN(c4cccc(C(F)(F)F)c4)CC3)sc2c2ccccc21
→ i	2%	x	-26%	x	x	x	-6%	x
Cc1ccc2nc(-c3ccc(C#N)cc3)c(Cc3ccccc3)n2c1
→ i	-26%	u	x	1%	x	x	22%	2%
COc1ccc(Cn2cc(C(=O)c3ccc(Cl)cc3)c(=O)c3cc4c(cc32)OCO4)cc1
→ u	-5%	x	-20%	x	x	x	u	x
COc1ccc(CCN=C(N)NS(=O)(=O)c2cc(F)ccc2F)cc1
→ i	9%	-29	-8%	-7%	4%	-1%	5%	18%
CN(Cc1nc2ccccc2s1)C(=O)c1ccc(F)cc1
→ i	0%	-7	9%	7%	13%	-11%	13%	0%
COc1ccccc1CN1CCN(S(=O)(=O)c2ccccc2)CC1
→ i	7%	3	3%	0%	2%	3%	1%	-1%
CC(CCc1ccccc1)NC(=O)CN1CCSc2ccccc21 (stereo not given)
→ i	-5%	-78*	-7%	-19%	5%	11%	-8%	-21%
CCOP(=O)(c1ccccc1)C(O)c1ccc(Br)cc1 (stereo not given)
→ u	10%	-2	6%	17%	6%	-2%	-4%	9%
CS(=O)(=O)N1CCC(C(=O)Nc2cc(C(F)(F)F)ccc2Cl)CC1
→ i	2%	-3	2%	13%	15%	-1%	-10%	10%
O=c1oc2ccccc2n1Cc1ccccc1
→ i	5%	8	-10%	-1%	-9%	-8%	1%	1%
O=C(COc1ncnc2ccc(Br)cc12)NC1CCCC1
→ i	8%	19	-27%	-5%	-6%	-8%	-6%	-3%
COc1ccc(NC2=CC(=O)N(C)C2=O)cc1
→ i	2%	-3	-23%	-14%	1%	1%	38%	-16%
CC(C)(O)c1cc2ccc(C#CCCN3C(=O)c4ccccc4C3=O)cc2c(=O)o1
→ i	10%	-6	-1%	u	-7%	-7%	-6%	u
